From PubChem
AID2073: disruptors of CaV2.2 binding to Mint1 – biochemical, HTRF (AID 2073); inhibition, % at 20 µM, or IC50 in µM where a hit was titrated; HTRF protein-protein interaction, Mint1-CaV2.2; higher % means a stronger effect; 0.19% of 290,000 active; in the data active = inhibition mostly above about 51%, no sharp cut-off; inconclusive = no clear call, values can overlap the other calls; inactive = mostly below about 53%; also: some results filed as inactive read as strong as hits
West Nile antiviral: West Nile virus antiviral activity, cell-based, CPE readout (AID 1621) | one-dose CPE inhibition, % at 10 µM; IC50 in µM for titrated hits | West Nile virus-infected cells, CPE inhibition; higher % means a stronger effect | 0.02% of 290,000 active; in the data active = a potency from the dose series; inconclusive = CPE inhibition mostly from about 3.7% at the one dose, without a potency; inactive = the rest, 99 in 100 with CPE inhibition below about 2.2%; also: strong numbers were not always called active
NOD1 inhibition: NOD1 signaling inhibitors, primary screen, cell-based, luminescence, uHTS (AID 1578); NOD1-driven NF-kB luciferase reporter cells, luminescence; higher % means a stronger effect; inhibition, % at 4 µM, or EC50 in µM where a hit was titrated; 1% of 290,000 active; in the data active = inhibition mostly above about 36%, no sharp cut-off; inactive = mostly below about 34%;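 also: HEK-293T reporter cells stimulated with the NOD1 agonist gamma-tri-DAP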
KOR beta-arrestin-1: KOR antagonists, beta-arrestin recruitment, cell-based, luminescence, uHTS (AID 1778); 0.091% of 290,000 active; KOR beta-arrestin recruitment, luminescence, antagonist mode; higher % means a stronger effect; inhibition, % at 10 µM, or IC50 in µM where a hit was titrated; also: strong numbers were not always called active
KOR beta-arrestin-2: KOR agonists, beta-arrestin recruitment, primary screen, cell-based, luminescence, uHTS (AID 1777); KOR beta-arrestin recruitment, luminescence; higher % means a stronger effect; activation, % at 10 µM, or EC50 in µM where a hit was titrated; 0.02% of 280,000 active; in the data active = activation above about 50%, passing the limit was not always enough; also: a part of the inactive calls stands beside numbers as strong as those of hits
NS5 inhibitors: flavivirus cap methylation enzyme inhibition – biochemical, confirmation dose response, primary screen (AID 588689); inhibition, % at 25 µM; hits with a dose series show IC50 in µM; 0.3% of 340,000 active; Dengue-2 NS5 methyltransferase capping enzyme assay, biochemical; higher % means a stronger effect; in the data active = a potency from the dose series; inconclusive = inhibition above about 29% without an active follow-up result
HIV peptide binding: inhibitors of HIV fusion peptide binding, primary screen, biochemical, uHTS, fluorescence dequenching (AID 1986). cell-free peptide binding, fluorescence dequenching, 30 min; higher % means a stronger effect. inhibition, % at 20 µM, or IC50 in µM where a hit was titrated. 0.3% of 290,000 active; in the data active = inhibition mostly above about 52%, no sharp cut-off; inactive = mostly below about 76%; also: some results filed as inactive read as strong as hits
NOD2 inhibition: inhibition of NOD2-driven NF-kB reporter – cell-based, luminescence, uHTS, HEK293 (AID 1566); 0.63% of 290,000 active; one-dose inhibition, % at 4 µM; EC50 in µM for titrated hits; HEK293 NOD2/NF-kB luciferase reporter, luminescence; higher % means a stronger effect; also: many of its hits are not listed in these tables
Yfh1-off respiration: mitochondrial function rescue without frataxin homolog – Friedreich's ataxia, plus single-dose screen, dose response (AID 1465); S. cerevisiae Yfh1-off respiration, WST-1 reduction, 72 h; higher fold induction means a stronger effect; fold induction at 50 µM, or EC50 in µM where a hit was titrated; 0.074% of 220,000 active;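 active = fold induction of absorbance versus untreated yeast above a set limit, then at least 30% activation at any dose in follow-up; inconclusive = repeats straddling the limit, or above it without dose testing; inactive = fold induction below the set limit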;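 also: activators that raise dye reduction in frataxin-depleted yeast; strong numbers were not always called active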
NS5 inhibitors pilot replicate: also measured in NS5 inhibitors; calls as there; inhibition, %; measured here: pilot screen replicate inhibition
Starred values were filed as active, the others as inactive; i = inactive; u = inconclusive; x = not tested or not shown; [ ] = remark or other dose. Rule as the data show it, unless noted: active = inhibition above about 50%; inactive = the rest. Not all compounds are listed, so the mix of outcomes need not match the whole.

SMILES | AID2073 | West Nile antiviral | NOD1 inhibition | KOR beta-arrestin-1 | KOR beta-arrestin-2 | NS5 inhibitors | HIV peptide binding | NOD2 inhibition | Yfh1-off respiration | others
CC(=O)N1c2ccc(S(=O)(=O)N3CCCC3)cc2CC1C(=O)NCc1ccc(N(C)C)cc1 (configuration not stated) | -8% | 0.4% | -20% | -51% | 8.9% | 9% | -0.9% | 6% | x
O=C(O)CC(=O)Nc1ccccc1C(=O)O | -3% | 0.1% | 2% | 1% | -4.1% | -1% | 2.0% | 14% | i
CCN1C(=O)c2ccc(C(=O)NCc3ccco3)cc2C1=O | 7% | 0.4% | 30% | -26% | 13% | -4% | -1.1% | 4% | x
Cc1c(C(=O)N(C)C)sc(NC(=O)c2cc([N+](=O)[O-])cc([N+](=O)[O-])c2)c1C#N | -3% | 0.1% | -25% | 38% | -5.0% | 2% | 1.2% | -5% | i
Cc1cc(C)n2nc(N)c(N=Nc3ccccc3)c2n1 | -5% | 0.4% | -2% | 7% | -1.0% | 2% | -0.3% | -3% | i
COc1cc(OC)cc(C(=O)NCCC(c2ccccc2)c2ccccc2)c1 | u | -0.9% | 5% | -3% | -1.3% | -9% | 0.1% | -1% | x
CCCc1cc(=O)[nH]c(NCc2ccc(Cl)cc2)n1 | 3% | -0.2% | -16% | 21% | -2.4% | -7% | 0.8% | 5% | i
CC(=O)c1cccc(CN2CCN(Cc3ccccc3)C(CCO)C2)c1 (configuration not stated) | 6% | -0.5% | -29% | -9%[20 µM] | -12% | -9% | -1.1% | 0% | i
CN(C)c1cc[n+](CC(=O)Nc2ccc(OC(F)F)cc2)cc1 | -13% | 1.1% | -6% | -33% | 0.7% | -1% | -1.0% | 11% | i
Cc1cnccc1CNC(=O)C1CCC(=O)N(Cc2ccc(Cl)cc2)C1 (configuration not stated) | -2% | 0.3% | -20% | -48% | 0.9% | -2% | 1.3% | -4% | x
CC(=O)Nc1ccc(NC(=O)Cn2c(CC(=O)N3CCCC3)nc3ccccc32)cc1 | 6% | 0.2% | 6% | x | x | -5% | 2.2% | 18% | i
CCCn1c2ccc(F)cc2c2nnc(SCCN3CCCCC3)nc21 | -12% | -0.8% | -2% | 23% | 2.9% | 6% | 0.0% | -10% | x
O=C(NNc1nc2cc3c(cc2s1)OCO3)c1ccc(F)cc1 | 3% | x | 7% | -56% | 3.4% | -1% | 2.8% | 9% | x
COc1ccccc1NC(=O)c1ccc(NC(=O)CSc2ncccn2)cc1 | -2% | 0.1% | -7% | 11% | -7.2% | 1% | -0.5% | 14% | i
OCCNc1nc(Nc2ccccc2)nc(Nc2ccccc2)n1 | 5% | 0.4% | -12% | -8% | -0.8% | -2% | 1.0% | -5% | i
COc1ccc(N(C(=O)C(C)C)S(=O)(=O)c2cccs2)cc1 | -1% | 0.1% | 0% | 6% | 3.9% | 6% | -1.2% | -4% | i
CN(CCCC(=O)Nc1ccccc1)S(=O)(=O)c1ccc(Cl)cc1 | 10% | -0.4% | 8% | -21%[20 µM] | 0.5% | -2% | -0.1% | 8% | x
NC(=O)[C@@H]1[C@@H]2C(=O)N(c3ccc(F)cc3)C(=O)[C@@H]2[C@H]2C=Cc3ccccc3N21 | 6% | 0.3% | 2% | 18% | 2.0% | x | 13% | 9% | i
Cc1cn(C(=O)c2cccc(Br)c2)c(C)n1 | -3% | 0.1% | 5% | -43% | 1.9% | 1% | -2.4% | 5% | i
CCOc1ccc(NC(=S)NCc2ccc3[nH]c(C)cc3c2)cc1 | 3% | -0.5% | -16% | -32% | -1.1% | -2% | -3.0% | -24% | i
COc1ccc(/C=N/N=C2/NC(=O)C(CC(=O)O)S2)cc1OCc1ccc(Cl)cc1Cl (configuration not stated) | 28% | -0.1% | -12% | -19% | -3.5% | 59µM* | 51% | 13% | i
COC(=O)C1=C(O)C(C(=O)OC)C(c2ccc(C)cc2)C(C#N)(C#N)C1c1ccc(C)cc1 (configuration not stated) | -1% | 0.1% | 36% | -42% | 0.4% | -6% | 7.1% | 12% | i | NS5 inhibitors pilot replicate=-7.6
CC(=O)c1ccc(NC(=O)c2ccccc2Sc2ncnc3sc(C)c(C)c23)cc1 | -5% | -2.0% | -7% | 6% | 10% | 1% | 1.7% | 6% | i
CC(=O)Oc1cccc(N2C(=O)c3ccc(C(=O)Nc4cccnc4)cc3C2=O)c1 | -6% | 0.1% | -10% | -29% | -3.0% | -4% | 2.5% | 7% | i
COc1ccc(N(CC(=O)NCc2ccccc2C)S(=O)(=O)c2ccccc2[N+](=O)[O-])c(OC)c1 | 15% | -0.9% | -32% | 12% | -7.2% | -1% | -1.2% | 14% | i

Quoted from the listing (eleven entries):
SMILES | AID2073 | West Nile antiviral | NOD1 inhibition | KOR beta-arrestin-1 | KOR beta-arrestin-2 | NS5 inhibitors | HIV peptide binding | NOD2 inhibition | Yfh1-off respiration | others
OCCNc1nc(Nc2ccccc2)nc(Nc2ccccc2)n1 | 5% | 0.4% | -12% | -8% | -0.8% | -2% | 1.0% | -5% | i
COc1ccc(N(C(=O)C(C)C)S(=O)(=O)c2cccs2)cc1 | -1% | 0.1% | 0% | 6% | 3.9% | 6% | -1.2% | -4% | i
CN(CCCC(=O)Nc1ccccc1)S(=O)(=O)c1ccc(Cl)cc1 | 10% | -0.4% | 8% | -21%[20 µM] | 0.5% | -2% | -0.1% | 8% | x
NC(=O)[C@@H]1[C@@H]2C(=O)N(c3ccc(F)cc3)C(=O)[C@@H]2[C@H]2C=Cc3ccccc3N21 | 6% | 0.3% | 2% | 18% | 2.0% | x | 13% | 9% | i
Cc1cn(C(=O)c2cccc(Br)c2)c(C)n1 | -3% | 0.1% | 5% | -43% | 1.9% | 1% | -2.4% | 5% | i
CCOc1ccc(NC(=S)NCc2ccc3[nH]c(C)cc3c2)cc1 | 3% | -0.5% | -16% | -32% | -1.1% | -2% | -3.0% | -24% | i
COc1ccc(/C=N/N=C2/NC(=O)C(CC(=O)O)S2)cc1OCc1ccc(Cl)cc1Cl (configuration not stated) | 28% | -0.1% | -12% | -19% | -3.5% | 59µM* | 51% | 13% | i
COC(=O)C1=C(O)C(C(=O)OC)C(c2ccc(C)cc2)C(C#N)(C#N)C1c1ccc(C)cc1 (configuration not stated) | -1% | 0.1% | 36% | -42% | 0.4% | -6% | 7.1% | 12% | i | NS5 inhibitors pilot replicate=-7.6
CC(=O)c1ccc(NC(=O)c2ccccc2Sc2ncnc3sc(C)c(C)c23)cc1 | -5% | -2.0% | -7% | 6% | 10% | 1% | 1.7% | 6% | i
CC(=O)Oc1cccc(N2C(=O)c3ccc(C(=O)Nc4cccnc4)cc3C2=O)c1 | -6% | 0.1% | -10% | -29% | -3.0% | -4% | 2.5% | 7% | i
COc1ccc(N(CC(=O)NCc2ccccc2C)S(=O)(=O)c2ccccc2[N+](=O)[O-])c(OC)c1 | 15% | -0.9% | -32% | 12% | -7.2% | -1% | -1.2% | 14% | i

New compounds follow
SMILES | AID2073 | West Nile antiviral | NOD1 inhibition | KOR beta-arrestin-1 | KOR beta-arrestin-2 | NS5 inhibitors | HIV peptide binding | NOD2 inhibition | Yfh1-off respiration | others
O=S(=O)(NCCN1CCOCC1)c1ccc(-c2ccc(S(=O)(=O)NCCN3CCOCC3)cc2)cc1 | -4% | 1.0% | -11% | 29% | -3.2% | -7% | 0.5% | 8% | x
COc1ccc(CNC(=S)N2CCN(Cc3ccccc3)CC2)cc1 | -9% | -0.2% | -4% | 25% | 1.2% | -1% | -0.2% | -5% | i
CCN1CCN(C(=O)CSc2cc(=O)n(C)c3ccccc23)CC1 | 17% | 0.0% | -22% | -19% | 0.5% | -1% | -1.2% | -12% | i
COc1cc(NC(=O)C2CC(c3c(F)cccc3Cl)=NO2)cc(OC)c1OC (configuration not stated) | -4% | -2.0% | 11% | -21%[20 µM] | -2.6% | -7% | 0.0% | 6% | x | NS5 inhibitors pilot replicate=-4.6
Cc1ccccc1CN(C)C(C)C(=O)NCc1ccccc1 (configuration not stated) | 4% | 0.3% | -4% | 16% | -3.7% | -7% | 0.4% | 15% | x
COc1ccc(S(=O)(=O)N2CCCC2)cc1Br | -8% | -1.2% | -25% | 9% | -5.6% | 6% | -1.3% | 9% | x
Cc1cc(N/N=C/c2ccco2)c2ccccc2n1 | 9% | -0.5% | 1% | -66%[20 µM] | x | -8% | -0.5% | 8% | i
Cc1nnc(SCC(=O)Nc2c(Cl)cccc2Cl)[nH]c1=O | -1% | -0.7% | -22% | 11% | 1.8% | 3% | 1.0% | -2% | i
CC(=O)NC(CC(=O)Nc1cccc(S(=O)(=O)N2CCCCC2)c1)c1ccccc1 (configuration not stated) | 7% | 0.5% | -15% | -21% | -5.2% | -12% | 0.9% | 4% | i
COc1ccc(Cc2nc3ccc(C(=O)NCCn4cccn4)cc3o2)cc1 | -9% | -0.2% | -30% | -7% | 1.4% | -3% | -0.2% | 0% | x
CC(NC(=O)Nc1ccc(O)cc1)(C(F)(F)F)C(F)(F)F | 16% | 0.2% | -15% | -10% | -4.7% | 38% | 17% | 18% | i
CSCCC(=O)Nc1ccc(C(C)=O)cc1 | -6% | -0.9% | -24% | -3% | -5.2% | 1% | 1.8% | -13% | i
Cn1c2c(c(=O)n(C)c1=O)C(c1ccc(Cl)cc1)C(C#N)=C(N)O2 (configuration not stated) | 5% | -0.5% | -15% | 8% | 12% | -14% | -0.1% | 8% | i
COc1cc(/C=C/C2=NC(=O)C(C)(C)O2)ccc1O | 6% | -0.6% | 25% | -1% | 0.7% | x | -2.0% | 8% | i
NC(=O)c1nsc(C(=O)N(Cc2cccnc2)C(C(=O)NCc2ccc(F)cc2)c2ccc(F)cc2)c1N (configuration not stated) | 13% | 0.3% | -10% | -1% | 1.2% | 1% | 0.6% | 7% | x
CC(C)(C)c1ccc(-c2nnc3sc(-c4ccncc4)nn23)cc1 | 22% | -0.6% | -35% | 28% | -6.4% | -10% | -2.8% | 10% | i
Cc1ccc(C(=O)N2CCCC2)cc1S(=O)(=O)N1CCOCC1 | 11% | 0.0% | -26% | 0% | -1.6% | 1% | -0.2% | -3% | x
O=C(CCNS(=O)(=O)c1ccc(Cl)cc1)N1CCN(Cc2ccccc2)CC1 | 4% | -0.4% | 12% | 10% | -2.1% | -3% | -0.4% | 8% | i
COc1ccc(OC)c(NC(=O)CSc2sc3c(O)cc(=O)[nH]c3c2C#N)c1 | 37% | -0.3% | -22% | 8% | -4.1% | -10% | 19% | 10% | x
O=C(CCCSc1nc(-c2ccco2)cc(C(F)(F)F)n1)Nc1ccc2c(c1)OCO2 | -5% | 0.2% | 11% | -32% | 2.3% | 6% | -0.9% | -30% | i
CCn1cc(Cl)c(C(=O)Nc2nccs2)n1 | 11% | 0.0% | -20% | -5% | -0.4% | -2% | 0.0% | 0% | x
O=C(c1ccco1)N1CCN(C(=O)C2c3ccccc3Oc3ccccc32)CC1 | -1% | 0.4% | -14% | 11% | -5.9% | 0% | 1.8% | 4% | i
O=c1c2c(nc3n1CCCCC3)-c1ccccc1CC21CCCC1 | -3% | 0.0% | 9% | 9% | -0.6% | 2% | 0.4% | 9% | i
